Screens deposited in PubChem BioAssay by several laboratories.
m-calpain inh: inhibitors of pig calpain II; inhibition, % at 16 µM; purified calpain II, fluorogenic peptide substrate, 30 min; AID 1236; hit rate 0.37% among 220,000;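 active = inhibition above about 50%, limit read from the data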
PERK inhibitor: blocks human PERK kinase; CHO PERK-DD fusion, SEAP luminescence translation reporter; inhibition, % at 5.6 µM; Q9NZJ5; hit rate 0.17% among 220,000;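 active = inhibition above the mean inhibition of all tested compounds plus 3 SD, set separately per screening campaign, cut at about 2.9% in these data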;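 note: PERK kinase domain activated by AP20187 dimerizer at 100 nM; 0% = DMSO with dimerizer and 100% = rapamycin at 8.4 µM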
S1P4 ag: human S1P4 receptor agonism. O95977. S1P4-expressing cell line, agonist reporter assay. activation, % at 4.98 µM. hit rate 0.35% among 220,000. AID 1509; in the data active = activation above about 11%;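 note: 0% = DMSO vehicle and 100% = reference agonist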
Ba/F3 V617F tox: lowers viability of Ba/F3 cells expressing EpoR and JAK2V617F | inhibition, % at 5.6 µM | ATP luminescence | hit rate 1.1% among 220,000;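 active = inhibition above the campaign mean plus 3 SD over all tested compounds, cut at about 24% in these data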;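 note: cytokine-independent growth of Ba/F3 cells driven by EpoR plus mutant JAK2; 0% = DMSO-treated cells and 100% = JAK inhibitor I control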
EP2 mod: modulates human prostaglandin E2 receptor EP2 signaling; P43116; EP2-expressing cells, cAMP HTRF FRET, PGE2 co-stimulation; induction, % at 25 µM; hit rate 0.83% among 260,000; AID 940;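 active = compounds whose cAMP rise, as percent of the full-agonist control response, exceeds 60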;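 note: rat C6 glioma line stably carrying human EP2 under a CMV promoter; the protocol text gives 20 µM as final concentration; 100% = response of wells given 1 µM PGE2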
Target sequence (P43116 whole entry, looked up): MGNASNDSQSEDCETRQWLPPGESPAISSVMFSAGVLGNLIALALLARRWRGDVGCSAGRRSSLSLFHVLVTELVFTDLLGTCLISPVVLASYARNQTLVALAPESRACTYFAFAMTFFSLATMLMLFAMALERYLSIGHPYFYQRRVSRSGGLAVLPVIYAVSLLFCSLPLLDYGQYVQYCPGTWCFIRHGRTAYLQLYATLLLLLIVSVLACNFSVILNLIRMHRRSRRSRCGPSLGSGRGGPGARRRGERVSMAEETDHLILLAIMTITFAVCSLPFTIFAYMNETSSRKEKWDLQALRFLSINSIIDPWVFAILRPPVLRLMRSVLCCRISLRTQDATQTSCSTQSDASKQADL
S1P4 antag: blocks the human S1P4 receptor. O95977. S1P4-expressing cells, antagonist mode, reporter read-out. inhibition, % at 4.98 µM. hit rate 0.26% among 220,000; in the data active = inhibition above about 29%;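 note: 0% = wells stimulated with agonist and 100% = vehicle wells without agonist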
BaF3 tox: counter-screen for JAK2V617F inhibitors: parental Ba/F3 viability inhibitors; CellTiter-Glo ATP luminescence; inhibition, % at 5.6 µM; hit rate 1.1% among 220,000; AID 1486;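 active = inhibition above a per-campaign cutoff, the mean inhibition of all tested compounds plus 3 SD, cut at about 27% in these data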;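 note: 0% = DMSO wells and 100% = JAK Inhibitor I control wells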
zfTRPN1 agonist: zebrafish TRPN1 (NompC) channel agonism. AID 1424. HEK293 zebrafish TRPN1-YFP, Fluo-8 calcium fluorescence; 100% = response to 87 µM carbachol. hit rate 0.18% among 220,000. activation, % at 3 µM;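 active = activation above its plate's cutoff, the mean activation of test wells on that plate plus 3 SD, cut at about 19% in these data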;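 note: 0% = DMSO alone and 100% = 87 µM carbachol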
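Material – zebrafish TRPN1-YFP in HEK293 cells · Doses – 3 µM single point · Schedule – dye 1 h 37 °C plus 30 min RT · Signal – Fluo-8 calcium fluorescence, excitation 470-495 nm, emission 515-575 nm · Read-out – % activation versus carbachol response · Control set – carbachol high, DMSO low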
TRPML3 agonist: agonists of human TRPML3 channel. Q8TDD5. HEK293 TRPML3-YFP, Fluo-8 calcium fluorescence; 100% = the carbachol control signal. activation, % at 3 µM. hit rate 0.29% among 220,000. AID 1448;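 active = activation above its plate's cutoff, the mean activation of the plate's test wells plus 3 SD, cut at about 12% in these data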;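 note: 0% = DMSO only wells and 100% = carbachol wells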
Target sequence (Q8TDD5 whole entry, looked up): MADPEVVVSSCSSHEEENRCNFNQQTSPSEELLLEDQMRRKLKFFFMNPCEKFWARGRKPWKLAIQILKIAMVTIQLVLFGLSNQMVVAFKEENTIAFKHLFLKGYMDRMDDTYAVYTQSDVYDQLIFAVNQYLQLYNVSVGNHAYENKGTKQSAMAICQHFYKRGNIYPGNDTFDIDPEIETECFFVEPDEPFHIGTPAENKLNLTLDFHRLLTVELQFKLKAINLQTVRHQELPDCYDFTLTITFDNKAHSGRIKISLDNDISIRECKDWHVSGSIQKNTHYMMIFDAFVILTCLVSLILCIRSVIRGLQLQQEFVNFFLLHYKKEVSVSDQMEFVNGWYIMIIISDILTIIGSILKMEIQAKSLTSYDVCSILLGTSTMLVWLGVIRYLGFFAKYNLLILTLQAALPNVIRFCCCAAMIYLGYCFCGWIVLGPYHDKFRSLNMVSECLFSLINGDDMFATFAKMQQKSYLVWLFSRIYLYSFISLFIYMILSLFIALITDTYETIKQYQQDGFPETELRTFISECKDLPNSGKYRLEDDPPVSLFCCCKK
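Material: HEK293 cells stably carrying human TRPML3-YFP; compound dosing: single dose, 3 µM final nominal compound, 0.3% DMSO final; incubation: 1-h 37 °C dye load, 5-s basal, 120-s post-compound reads; technique: Fluo-8 intracellular calcium fluorescence, excitation 470-495 nm, emission 515-575 nm; read-out basis: percent activation from peak-to-basal fluorescence ratio, scaled between DMSO and carbachol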
* marks the source's active call; other numbers are inactive results; . = no result given; & = joins results of further samples.

SMILES	m-calpain inh	PERK inhibitor	S1P4 ag	Ba/F3 V617F tox	EP2 mod	S1P4 antag	BaF3 tox	zfTRPN1 agonist	TRPML3 agonist
O=C1OC(C(=O)O)Cc2ccccc21 (configuration not stated)	10	1.0	0.9	-3	32	4	3	-0.1	-0.4
O=C(CN1C(=O)CC(c2ccco2)Sc2ccccc21)Nc1ccccc1F (configuration not stated)	19	-0.7	-6.2	6	46	14	7	1.9	-0.2
Cc1ccc(NC(=O)COc2cccc3ccc(C)nc23)c(Br)c1	3	-1.2	-0.1	-1	7	2	4	-0.8	-0.2
c1ccc(OCCSc2ncnc3nc[nH]c23)cc1	.	1.2	0.3	0	.	-8	2	2.3	0.7
Cc1c(N=Cc2cc(Br)cc(Br)c2O)cccc1C(=O)O	4	2.3	0.8	-5	14	-20	4	-1.5	0.6
CC(C)(C)NC(=O)COC(=O)CNC(=O)c1cc(Cl)cc([N+](=O)[O-])c1	14	0.8	2.0	3	22	-6	6	0.5	0.7
COC(=O)C1=C(N)OC2=C(C(=O)CCC2)C1c1ccccc1OC (configuration not stated)	-7	-1.4	1.8	1	8	-9	3	-0.1	-0.2
COC(=O)Cc1c(OC)ccn(CCc2c[nH]c3ccccc23)c1=O	33	-0.6	1.1	4	-23	-11	5	1.1	0.2
COc1ccc(N(C(=O)c2cnccn2)C(C(=O)NC2CCCCC2)c2ccc(Cl)cc2)cc1 (configuration not stated)	.	-0.5	1.4	4	.	-16	4	1.3	1.3
NC(=O)CSc1nnnn1-c1ccc(OC(F)(F)F)cc1	0	-0.3	0.1	-3	-2	-5	-1	0.4	0.0
O=C(Nc1ccc2nc(-c3cccnc3)[nH]c2c1)C1CCCCC1	-49	0.2	1.3	-3	-65	-5	-1	0.3	0.1
C=CCn1c(COc2ccc(OC)cc2)nnc1SCn1nnc2ccccc2c1=O	-1	-0.2	1.4	-3	-14	-21	6	2.4	1.0
Cc1ccc(-c2nc3[nH]c(=O)cc(NC(=O)C(C)C)n3n2)cc1	-22	1.8	0.6	-3	-39	13	0	0.8	0.8
COc1ccc(CN=C2NC(=O)CC(C(=O)Nc3ccc(F)cc3)S2)cc1 (configuration not stated)	35	0.5	-0.9	2	-5	-8	3	-0.2	0.5
CCOC(=O)c1cnn(-c2ccccc2)c1NC(=O)CN1CCOCC1	9	1.0	-0.5	0	-32	-7	6	1.4	0.4
Cn1c(-c2ccc3c(c2)OCO3)cnc1NCc1ccccc1Cl	-2	1.0	1.4	0	-46	-10	0	1.6	0.3
O=C(Nc1ccccc1)N1C(=O)C2(OCCO2)c2ccccc21	22	0.4	0.2	-3	-6	-2	4	-0.6	0.3
C=CCn1c(SCC(=O)Nc2cc(C)on2)nnc1C1COc2ccccc2O1 (configuration not stated)	19	-0.3	-0.9	1	-20	-15	0	-0.9	-0.8
COc1cc([N+](=O)[O-])ccc1NC(=O)CCCOc1ccc(C)cc1	-22	0.9	1.7	-3	-43	-10	-1	-0.8	-1.0
COc1ccc(/C=N/NC(=O)Cn2c(Cc3ccc(OC)c(OC)c3)nc3ccccc32)cc1OC	-11	-0.1	0.9	-2	1	-4	0	0.4	0.0
Cc1ccc(CN2CCN(/N=C/c3ccc(C)s3)CC2)c(C)c1	4	1.1	0.6	-2	-56	-16	-3	0.2	0.4
COc1ccc(Cl)cc1CN1CCN(c2nc(C)cc(C)c2C#N)CC1	-64	-0.5	0.3	1	50	6	1	-1.8	-1.0
O=C(Oc1ccc(OC(=O)c2ccco2)c(S(=O)(=O)c2ccc(Br)cc2)c1)c1ccco1	-12	1.8	2.7	-4	2	-4	0	0.4	-0.7
Cc1ccccc1N1C(=O)C(Oc2ccc(Cl)cc2)C1CNCC1CCCO1 (configuration not stated)	21	-0.3	0.2	-1	16	11	8	0.1	0.3
COc1cc(C(=O)NCCc2cn3ccccc3n2)cc(OC)c1OC	-20	0.0	1.0	6	-4	-8	10	2.0	0.6

Brought forward from above: 2 entries, then new ones.
SMILES	m-calpain inh	PERK inhibitor	S1P4 ag	Ba/F3 V617F tox	EP2 mod	S1P4 antag	BaF3 tox	zfTRPN1 agonist	TRPML3 agonist
Cc1ccccc1N1C(=O)C(Oc2ccc(Cl)cc2)C1CNCC1CCCO1 (configuration not stated)	21	-0.3	0.2	-1	16	11	8	0.1	0.3
COc1cc(C(=O)NCCc2cn3ccccc3n2)cc(OC)c1OC	-20	0.0	1.0	6	-4	-8	10	2.0	0.6
CC(=O)c1c(COC(=O)c2ccc(Cl)cc2)nc2ccccc2[n+]1[O-]	3	-1.0	0.2	1	-32	2	-3	0.3	-0.2
CC(C1CC1)N(Cc1ccccc1)C(=O)NC(=O)c1cccc(F)c1 (configuration not stated)	0	1.1	1.2	0	28	-7	3	0.0	0.6
COc1ccc(CCNC(=O)NC23CC4CC(CC(C4)C2)C3)cc1OC	2	0.5	-0.2	-2	-20	-4	-1	0.4	0.3
CC1Cc2ccccc2N1C(=O)CSc1nc2ccccc2o1 (configuration not stated)	14	0.2	-1.4	-6	26	-13	2	-0.6	-1.3
CCOC(=O)c1c(C)[nH]c(C)c1C(=O)CSc1nc2ccccc2c(=O)n1-c1ccccc1C	1	-0.5	1.8	4	5	-11	5	2.9	0.2
Cc1ccc2occ(CN3CCN(c4ccccc4)CC3)c(=O)c2c1	1	0.4	-0.8	-2	0	-4	0	-0.3	1.0
COc1ccc(-n2c(Cc3cccn3C)nnc2SCC(=O)N2CCCC2)cc1	8	0.4	-0.2	-7	30	0	0	-0.3	0.0
Cc1ccnc(NC(=S)NC(=O)c2cncc(Br)c2)c1	17	0.1	-0.6	-2	-12	1	2	-1.3	0.0
c1ccc(OCCCCN2CCOCC2)cc1	7	0.0	-0.5	1	9	5	1	0.1	1.1
CCc1ccc(CN2CCN(S(=O)(=O)Cc3ccccc3)CC2)cc1	4	-1.0	-1.7	1	-8	-5	1	1.8	2.1
O=C1CSC(=S)N1/N=C/c1ccc(O)c([N+](=O)[O-])c1	6	1.3	1.7	3	-11	-3	8	1.0	1.2
CCN1C(=O)NC(c2cc(Br)ccc2OC)C(C(=O)OC)=C1C (configuration not stated)	2	-0.6	0.0	1	27	0	5	-1.3	-1.4
O=C(Nc1ccc(-c2nc3ccccc3o2)cc1)c1ccc(N2CCOCC2)c([N+](=O)[O-])c1	-10	-0.5	1.9	-1	-27	1	1	-1.0	-0.2
CCNC(=O)CCSc1nnc(-c2ccncc2)o1	-15	0.5	1.1	-4	4	5	3	-0.4	0.6
COc1ccc(/C=C/C(=O)c2cc(F)ccc2OC(=O)c2ccccc2C)cc1OC	-10	-0.5	-1.6	39*	13	23	2	0.8	0.4
Cc1ccccc1Cn1ccc(NC(=O)c2cc3ncc(Br)cn3n2)n1	-14	1.0	3.9	-4	-13	-11	1	7.5	1.6
Cc1cccc(Nc2nnc(SCC(=O)Nc3ccc(C(=O)O)cc3)s2)c1	30	0.1	0.4	2	19	-9	7	0.3	0.3
Cc1ccc(OCCNC(=O)/C=C/c2ccco2)cc1C	11	1.4	0.3	-3	-22	4	0	-0.6	-0.9
Cc1ccc(-n2ncc(C(=O)Nc3ccc(Cl)cc3)c2C2CCNCC2)cc1C	-29	-0.9	0.6	3	-44	-5	18	2.2	2.2
CN(C)c1nc(Oc2ccc(N)cc2)nc(N(C)C)n1	15	0.4	1.8	-4	18	-14	8	-0.2	1.5
CN(C)S(=O)(=O)Oc1ccc(Cl)cc1C(=O)Nc1ccc(F)cc1F	37	-0.4	1.7	7	-10	-4	6	-1.4	0.2
O=C(c1cccnc1)N1CCN(c2ccc([N+](=O)[O-])cc2Cl)CC1	-1	-0.7	-1.0	3	16	5	13	2.3	0.8
Cc1ccc(NC(=O)CSc2nn(-c3ccccc3)c(=S)s2)cc1S(=O)(=O)N(C)C	3	-0.3	0.4	-2	-41	-5	3	-0.4	1.4
Cc1ccc(C(CC(=O)O)Nc2nc(N3CCOCC3)nc(N3CCOCC3)n2)cc1 (configuration not stated)	24	0.0	-3.2	3	27	2	0	1.1	0.5
COC(=O)c1cc(OC)c(OC)cc1NC(=O)CC1CCCCC1	-46	-0.6	-1.0	0	35	-2	3	-1.6	-1.1

Carrying on.
SMILES	m-calpain inh	PERK inhibitor	S1P4 ag	Ba/F3 V617F tox	EP2 mod	S1P4 antag	BaF3 tox	zfTRPN1 agonist	TRPML3 agonist
Cc1cc(=O)[nH]c(SCC(=O)Nc2nc3ccccc3s2)n1	-1	-0.6	0.8	0	18	-10	4	0.5	0.5
COc1ccccc1OCCCOc1ccc([N+](=O)[O-])cc1Cl	-4	-0.5	2.1	-5	0	-23	-1	-0.1	-0.5
CC(C)CC(=O)NC(=S)N(Cc1ccccc1)Cc1ccccc1	28	-0.7	-1.6	4	18	1	5	-0.9	-0.3
COc1cc(NC(=O)c2ccco2)c(OC)cc1NC(=O)Nc1ccccc1Cl	-33	0.8	0.2	-3	14&23	-13	0	-0.7	0.1
CCn1nnnc1SCC(=O)Nc1ccc(OCc2ccccc2)cc1	-17	0.2	9.1	3	4	-11	3	3.4	0.0
COc1ccc(N2C(=O)C(CC(=O)Nc3ccccc3)N(Cc3ccc(OC)c(OC)c3)C2=O)cc1 (configuration not stated)	-14	-0.5	0.3	-1	-1	-4	6	1.8	0.6
Cc1nc2c(=O)[nH]c3ccccc3c2o1	-18	0.4	0.3	-1	10	-9	6	1.0	1.2
CC1CN(C(=O)Nc2cccc(C(F)(F)F)c2)CC(C)O1 (configuration not stated)	20	0.9	0.1	-2	-74	6	1	-2.3	-1.6
C#CC[N+]1(CC#Cc2ccc(C)cc2)CCCCC1	-15	0.1	0.2	69*	29	-22	66*	0.2	0.5
Brc1ccc(-c2nnc(-c3ccccc3)o2)o1	-12	0.6	1.1	0	-2	-12	4	-0.2	-0.3

By substructure, those above containing an NH in an aromatic ring
SMILES	m-calpain inh	PERK inhibitor	S1P4 ag	Ba/F3 V617F tox	EP2 mod	S1P4 antag	BaF3 tox	zfTRPN1 agonist	TRPML3 agonist
c1ccc(OCCSc2ncnc3nc[nH]c23)cc1	.	1.2	0.3	0	.	-8	2	2.3	0.7
COC(=O)Cc1c(OC)ccn(CCc2c[nH]c3ccccc23)c1=O	33	-0.6	1.1	4	-23	-11	5	1.1	0.2
O=C(Nc1ccc2nc(-c3cccnc3)[nH]c2c1)C1CCCCC1	-49	0.2	1.3	-3	-65	-5	-1	0.3	0.1
Cc1ccc(-c2nc3[nH]c(=O)cc(NC(=O)C(C)C)n3n2)cc1	-22	1.8	0.6	-3	-39	13	0	0.8	0.8
CCOC(=O)c1c(C)[nH]c(C)c1C(=O)CSc1nc2ccccc2c(=O)n1-c1ccccc1C	1	-0.5	1.8	4	5	-11	5	2.9	0.2
Cc1cc(=O)[nH]c(SCC(=O)Nc2nc3ccccc3s2)n1	-1	-0.6	0.8	0	18	-10	4	0.5	0.5
Cc1nc2c(=O)[nH]c3ccccc3c2o1	-18	0.4	0.3	-1	10	-9	6	1.0	1.2
